Screens (PubChem BioAssay)
HP1b binding inh – HTS for Inhibitors of HP1-beta Chromodomain Interactions with Methylated Histone Tails; 390,000 compounds, 0.56% hits; AlphaScreen HP1-beta / biotin-H3K9me3 peptide binding; Potency, µM (doses to about 114 µM), for the others: top-dose activity change, negative = inhibition, usual class: inhibitors; Chromobox protein homolog 1 (Homo sapiens), P83916; note: nearly all actives have a fitted effect of over 70% in size; inactives centre near 23
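AlphaScreen: HP1-beta (50 nM) preformed 30 min with biotin-H3(1-18)K9me3 peptide (50 nM) in PBS pH 7.4, 0.01% Tween-20. Compound added for 30 min at RT, then streptavidin donor/nickel chelate acceptor beads (10 ug/mL) for 30 min.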
RGS4 inh – Inhibitors of Regulator of G Protein Signaling (RGS) 4: qHTS; Potency, µM (titrated, usually from 114 µM), for the others: top-dose activity change, negative = inhibition, usual class: inhibitors; Regulator of G-protein signaling 4 (Homo sapiens), P49798; Transcreener GDP fluorescence polarization, RGS4-accelerated GTP hydrolysis; 390,000 compounds, 0.039% hits; note: % is set by controls: 0 for no effect and ±100 for the full control effect; nearly all actives have a fitted effect of over 75% in size; some results filed as inactive show a strong effect at the top dose
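MLSMR compounds (23 nl, pin-transferred) preincubated 10 min at room temperature with a 500nM (2x) first reagent, then RGS4 at 900nM (2x) plus Transcreener GDP mix added; fluorescence polarization (620/688 nm) read before and after 90 min at 30 °C.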
JMJD2A Tudor – qHTS Assay for Inhibitors of JMJD2A-Tudor Domain. 390,000 compounds, 4.4% hits. Potency, µM (highest dose often 114 µM), for the others: at the highest dose activity change, negative = inhibition, most hits filed as inhibitors. AlphaScreen JMJD2A-Tudor / H3K4me3 peptide binding; note: % is set by controls: 0 for no effect and ±100 for the full control effect; nearly all actives have a fitted effect of over 50% in size
ERG Ets-DNA blk – qHTS for Small Molecule Inhibitors of the ERG Ets/DNA interaction. fluorescence polarization, His-ERG Ets domain / labelled DNA. Transcriptional regulator ERG (Homo sapiens), P11308. 370,000 compounds, 0.028% hits. Potency, µM (highest dose often 76.9 µM), for the others: at the highest dose FP activity, negative = inhibition, most hits filed as inhibitors; active = well fitted inhibition curve with a large enough effect in the polarisation, with a control signal flat; inconclusive = small, poorly fitted or top-dose-only effect, or effect the other way, or a change in a side signal; inactive = no such curve, though single readings can be large or run the other way; the % refers to the polarisation;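 note: polarization taken with two DNA probes labelled with fluorescein and Texas red; % of control where 0% means no effect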
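His-tagged ERG Ets domain (1 uM in the protein solution; 300mM KCl, 50mM Tris-HCl, 1mM EDTA, 1mM DTT, pH 7.5) received compound, then a probe mix of 5 nM fluorescein-DNA and 100nM Texas-615-DNA. Fluorescence polarization was read for both dyes.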
12-LOX inh – Primary qHTS assay for inhibitors of human arachidonate 12S-lipoxygenase (ALOX12): Round 2; 580,000 compounds, 1.1% hits; purified 12hLO, xylenol orange hydroperoxide absorbance; Polyunsaturated fatty acid lipoxygenase ALOX12 (Homo sapiens), P18054; Potency, µM (titrated, usually from 108 µM), inactives show at the highest dose activity change, negative = inhibition, usual class: inhibitors; note: % is set by controls: 0 for no effect and ±100 for the full control effect
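Hydroperoxide product was detected by ferrous iron/xylenol orange as the 573 to 405 nm absorbance ratio. Arachidonic acid at 40 uM (final) was turned over for 30 min at room temperature by 150 nM human 12hLO, pH 7.0 Hepes buffer, after 15 min compound preincubation.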
Pin1 inhibitor – qHTS Assay to Find Inhibitors of Pin1 | Peptidyl-prolyl cis-trans isomerase NIMA-interacting 1 (Homo sapiens), Q13526 | Potency, µM (titrated, usually from 115 µM), inactives show at the top dose activity, negative = inhibition, hits mostly inhibitors | 390,000 compounds, 0.009% hits | Pin1 FP peptide displacement, HiFluor488, 10 min | AID 504891, 2011; active = well fitted inhibition curve with a large enough effect in the polarisation, with a control signal flat, not every such curve was filed as active; inconclusive = small, poorly fitted or top-dose-only effect, or effect the other way, or a change in a side signal; inactive = no such curve, though single readings can be large or run the other way; the % refers to the polarisation; note: % is set by controls: 0 for no effect and ±100 for the full control effect
GLS inh – qHTS for Inhibitors of Glutaminase (GLS) | Glutaminase kidney isoform, mitochondrial (Homo sapiens), O94925 | GLS enzymatic activity, qHTS titration | Potency, µM (highest dose often 45.5 µM), inactives show at the top dose activity change, negative = inhibition, usual class: inhibitors | 410,000 compounds, 0.21% hits; note: % is set by controls: 0 for no effect and ±100 for the full control effect
Target sequence (O94925 whole entry, looked up, canonical isoform): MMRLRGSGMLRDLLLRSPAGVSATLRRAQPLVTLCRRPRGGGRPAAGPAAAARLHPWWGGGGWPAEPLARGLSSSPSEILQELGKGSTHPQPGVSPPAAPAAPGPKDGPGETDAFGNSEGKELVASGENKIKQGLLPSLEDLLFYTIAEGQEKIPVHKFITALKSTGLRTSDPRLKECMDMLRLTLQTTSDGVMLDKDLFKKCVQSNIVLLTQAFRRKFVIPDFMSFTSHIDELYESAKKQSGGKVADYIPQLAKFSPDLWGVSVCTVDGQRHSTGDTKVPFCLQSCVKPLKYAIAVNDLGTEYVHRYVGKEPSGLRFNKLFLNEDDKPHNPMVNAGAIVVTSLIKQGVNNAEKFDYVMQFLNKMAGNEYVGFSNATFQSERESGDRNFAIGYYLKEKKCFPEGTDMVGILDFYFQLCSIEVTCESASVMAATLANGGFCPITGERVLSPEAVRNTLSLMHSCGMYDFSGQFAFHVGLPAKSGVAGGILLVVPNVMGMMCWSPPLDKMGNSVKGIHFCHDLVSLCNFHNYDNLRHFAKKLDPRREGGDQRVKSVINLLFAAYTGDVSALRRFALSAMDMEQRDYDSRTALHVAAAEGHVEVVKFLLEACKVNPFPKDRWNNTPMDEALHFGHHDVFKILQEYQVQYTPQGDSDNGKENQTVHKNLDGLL
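Coupled fluorescence readout: glutamate oxidase/HRP/Amplex Red detect glutamate formed by hKGA from L-glutamine (1 mM solution added). Buffer 45 mM KH2PO4 pH 8.2, 0.02% Tween-20; reads at t0 and 30 min RT.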
rTrxR1 inhibitor – qHTS Assay for Inhibitors of Mammalian Selenoprotein Thioredoxin Reductase 1 (TrxR1): qHTS. Potency, µM (series often up to 114 µM), inactives show at the highest dose activity change, negative = inhibition, hits mostly inhibitors. recombinant rTrxR1, NADPH fluorescence consumption, selenite substrate. Thioredoxin reductase 1, cytoplasmic (Rattus norvegicus), O89049. 390,000 compounds, 1% hits; note: % is set by controls: 0 for no effect and ±100 for the full control effect; nearly all actives have a fitted effect of over 65% in size
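Rat TrxR1 (90 nM in the dispensed reagent) was pre-reduced with 400 uM NADPH for 5 min at room temperature, then incubated with compound for 15 min. After 400 uM selenite was added, NADPH fluorescence (Ex 340/Em 450 nm) was followed for 8 min.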
PGK inhibitor – qHTS Assay to Find Inhibitors of Phosphoglycerate Kinase | PGK/GAPDH coupled, Kinase-Glo luminescence, 60 min | Potency, µM (series often up to 57.5 µM), inactives show at the top dose activity change, negative = inhibition, actives largely listed as inhibitors | 380,000 compounds, 0.043% hits | Phosphoglycerate kinase, glycosomal (Trypanosoma brucei brucei), P07378; note: % is set by controls: 0 for no effect and ±100 for the full control effect; nearly all actives have a fitted effect of over 60% in size
Target sequence (P07378 whole entry, looked up): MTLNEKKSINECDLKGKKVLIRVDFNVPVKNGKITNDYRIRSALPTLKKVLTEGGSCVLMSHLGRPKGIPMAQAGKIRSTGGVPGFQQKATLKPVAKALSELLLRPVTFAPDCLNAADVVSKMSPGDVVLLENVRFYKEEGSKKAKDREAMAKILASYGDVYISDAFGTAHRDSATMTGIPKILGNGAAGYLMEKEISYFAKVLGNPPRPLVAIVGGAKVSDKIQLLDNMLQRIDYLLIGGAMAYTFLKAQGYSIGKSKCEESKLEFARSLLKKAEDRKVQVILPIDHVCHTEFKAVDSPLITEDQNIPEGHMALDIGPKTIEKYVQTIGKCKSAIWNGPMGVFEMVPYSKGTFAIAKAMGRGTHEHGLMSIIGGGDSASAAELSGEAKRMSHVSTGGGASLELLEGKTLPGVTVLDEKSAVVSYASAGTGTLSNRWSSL
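Luminescent ATP detection (Kinase-Glo Plus) follows a 60-minute room-temperature incubation, with wells lacking PGK as controls. Buffer: 100 mM TEA (pH 7.6), 5 mM MgCl2, 0.01% Tween-20. Coupling enzyme GAPDH (100 nM final) supplies unstable 1,3-BPG in-well.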
Active calls of the source: *; [ ] = another dose, or the depositor's remark. Unless noted, calls come from the whole dose curve; as a rule, active = well fitted curve in the direction sought with a large enough effect; inconclusive = small, poorly fitted or top-dose-only effect, or another doubt; inactive = no such curve, though single readings can be large; an effect the other way counts as inactive or inconclusive. Potency is the fitted concentration of half-maximal effect. A portion of the library; rates above refer to the full screens.

CCN(Cc1ccccc1)C(=O)c1ccc2c(=O)n3c(nc2c1)CCC3 was read as HP1b binding inh 11%, RGS4 inh 17%, JMJD2A Tudor -16%, 12-LOX inh 0%, Pin1 inhibitor 0%, GLS inh 1%, rTrxR1 inhibitor -2% and PGK inhibitor -9%.
`CCCSc1nc2sc3c(c2c(=O)n1-c1ccccc1)CCC(C)C3` (stereo unspecified) gave HP1b binding inh 17%, RGS4 inh 10%, JMJD2A Tudor -11%, ERG Ets-DNA blk -4%, 12-LOX inh inconclusive, Pin1 inhibitor -1%, GLS inh -1%, rTrxR1 inhibitor 16% and PGK inhibitor 2%.
`COc1ccc(NC(=O)CN(C)C(=O)c2c(-c3c(F)cccc3Cl)noc2C)cc1` gave HP1b binding inh 11%, RGS4 inh 27%, JMJD2A Tudor -16%, ERG Ets-DNA blk -3%, 12-LOX inh inconclusive, Pin1 inhibitor 0%, GLS inh 1%, rTrxR1 inhibitor 18%[57.1 µM] and PGK inhibitor -9%.
Screening Cc1cccc(OCCC(=O)N(C)CC(=O)Nc2cccc3ccccc23)c1 returned HP1b binding inh 34%, RGS4 inh 8%, JMJD2A Tudor -16%, ERG Ets-DNA blk -9%, 12-LOX inh -8%, Pin1 inhibitor 2%, GLS inh 8%, rTrxR1 inhibitor -3% and PGK inhibitor 4%.
Screening CC12CN3CC(C)(CN(C1)C3c1cc3ccccc3[nH]1)C2=O (stereo unspecified) returned HP1b binding inh 15%, RGS4 inh -26%, JMJD2A Tudor -8%, ERG Ets-DNA blk -13%, 12-LOX inh 0%, Pin1 inhibitor -7%, GLS inh -6%, rTrxR1 inhibitor 13% and PGK inhibitor inactive.
Screening Cc1ccc(S(=O)(=O)N(C)C)cc1NC(=O)COC(=O)/C=C/c1cnc2ccccc2n1 returned HP1b binding inh 10%, RGS4 inh -18%, JMJD2A Tudor -4%, ERG Ets-DNA blk -1%, 12-LOX inh 0%, Pin1 inhibitor 9%, GLS inh 0%, rTrxR1 inhibitor -8% and PGK inhibitor -9%.
COc1ccc(C(=O)NNC(=S)NC(=O)c2ccc(F)cc2)cc1Br was read as HP1b binding inh inconclusive, RGS4 inh -37%, JMJD2A Tudor -30%, ERG Ets-DNA blk -14%, 12-LOX inh inconclusive, Pin1 inhibitor -10%, GLS inh 23%, rTrxR1 inhibitor -21% and PGK inhibitor inactive.
S=c1[nH]nc(-c2ccccn2)n1/N=C/c1ccccc1 was read as HP1b binding inh -3%, RGS4 inh -28%, JMJD2A Tudor 2.8µM*, 12-LOX inh inconclusive, Pin1 inhibitor -1%, GLS inh -10%, rTrxR1 inhibitor inconclusive and PGK inhibitor -2%.
`Cc1ccc(-n2c(Cn3cnc4ccccc43)nnc2SCC(=O)O)cc1` gave HP1b binding inh 25%, RGS4 inh 8%, JMJD2A Tudor -16%, ERG Ets-DNA blk -1%, 12-LOX inh inconclusive, Pin1 inhibitor -2%, GLS inh -4%, rTrxR1 inhibitor 6% and PGK inhibitor -5%.
`O=C(NNc1nc2ccccc2s1)c1ccc(F)cc1` gave HP1b binding inh 24%, RGS4 inh -12%, JMJD2A Tudor -15%, ERG Ets-DNA blk 8%, 12-LOX inh -16%, Pin1 inhibitor 6%, GLS inh 25%, rTrxR1 inhibitor 2% and PGK inhibitor -9%.
`Cc1cc(C)cc(NC(=O)CCCN2C(=O)C(c3ccccc3)Oc3cccnc32)c1` (stereo unspecified) gave HP1b binding inh 20%, RGS4 inh -58%[56.9 µM], JMJD2A Tudor inconclusive, ERG Ets-DNA blk -5%, 12-LOX inh 1%, Pin1 inhibitor 5%, GLS inh 6%, rTrxR1 inhibitor 25%[57.1 µM] and PGK inhibitor 3%.
CCOC(=O)C1(Cc2ccc(OC)cc2)CCN(C(=O)c2cc3ccccc3[nH]2)CC1 was read as HP1b binding inh 19%, RGS4 inh -4%, JMJD2A Tudor -25%, ERG Ets-DNA blk 12%, 12-LOX inh -25%, Pin1 inhibitor 2%, GLS inh 2%, rTrxR1 inhibitor 21% and PGK inhibitor -5%.
COC(=O)C1=C(CSc2nc3ccccc3o2)NC(=O)NC1c1cc(C)ccc1C (stereo unspecified) was read as HP1b binding inh -17%, RGS4 inh 24%, JMJD2A Tudor inconclusive, ERG Ets-DNA blk 0%, 12-LOX inh 0%, Pin1 inhibitor 4%, GLS inh 2%, rTrxR1 inhibitor -3%[57.1 µM] and PGK inhibitor 1%.
Screening COc1ccc(NC(=S)N(CCC(C)C)C2CCN(C(C)C)CC2)cc1Cl returned HP1b binding inh 11%, RGS4 inh -43%[56.9 µM], JMJD2A Tudor -35%, ERG Ets-DNA blk 2%, 12-LOX inh inconclusive, Pin1 inhibitor -3%, GLS inh -2%, rTrxR1 inhibitor 60%[activator] and PGK inhibitor -3%.
`O=C(C1=C[C@H](c2ccc3c(c2)OCO3)C[C@H](OCCCCO)O1)N1CCN(Cc2ccccc2)CC1` gave HP1b binding inh 44%[activator], RGS4 inh 15%, JMJD2A Tudor -14%, ERG Ets-DNA blk 8%, 12-LOX inh inconclusive, Pin1 inhibitor -1%, GLS inh 1%, rTrxR1 inhibitor -8% and PGK inhibitor -7%.

For reference, 2 of the compounds above.
CCN(Cc1ccccc1)C(=O)c1ccc2c(=O)n3c(nc2c1)CCC3 was read as HP1b binding inh 11%, RGS4 inh 17%, JMJD2A Tudor -16%, 12-LOX inh 0%, Pin1 inhibitor 0%, GLS inh 1%, rTrxR1 inhibitor -2% and PGK inhibitor -9%.
`CCCSc1nc2sc3c(c2c(=O)n1-c1ccccc1)CCC(C)C3` (stereo unspecified) gave HP1b binding inh 17%, RGS4 inh 10%, JMJD2A Tudor -11%, ERG Ets-DNA blk -4%, 12-LOX inh inconclusive, Pin1 inhibitor -1%, GLS inh -1%, rTrxR1 inhibitor 16% and PGK inhibitor 2%.

Following part.
CCC(CC)c1nnc(NC(=O)C2CSC3(C)CCC(=O)N23)s1 (stereo unspecified) was read as HP1b binding inh 24%, RGS4 inh 1%, JMJD2A Tudor 2%, ERG Ets-DNA blk 3%, 12-LOX inh -3%, Pin1 inhibitor 1%, GLS inh -6%, rTrxR1 inhibitor -9% and PGK inhibitor 6%.
Screening COC(=O)c1sccc1NC(=O)CSCCc1ccncc1 returned HP1b binding inh 34%, RGS4 inh -6%, JMJD2A Tudor -9%, ERG Ets-DNA blk -9%, 12-LOX inh -1%, Pin1 inhibitor -3%, GLS inh -5%, rTrxR1 inhibitor 20%[57.1 µM] and PGK inhibitor 1%.
For N/C(COc1ccc(Cl)cc1Cl)=N\NS(=O)(=O)c1ccccc1 the results were HP1b binding inh 40%[activator], RGS4 inh 9%, JMJD2A Tudor -11%, ERG Ets-DNA blk -7%, 12-LOX inh 0%, Pin1 inhibitor -2%, GLS inh 22%, rTrxR1 inhibitor 44%[activator][57.1 µM] and PGK inhibitor -11%.
Screening COc1ccc(C(=O)NCCNc2nc3c(C)cccc3cc2C#N)cc1 returned HP1b binding inh 43%[activator], RGS4 inh 8%, JMJD2A Tudor 13%, ERG Ets-DNA blk -6%, 12-LOX inh inconclusive, Pin1 inhibitor 2%, GLS inh 1%, rTrxR1 inhibitor 31% and PGK inhibitor inactive.
Screening CCOc1ccc(C(=O)OCC(=O)NCCNC(=O)COC(=O)c2ccc(OCC)cc2)cc1 returned HP1b binding inh 17%, RGS4 inh 23%, JMJD2A Tudor -10%, ERG Ets-DNA blk 15%, 12-LOX inh 31%[activator], Pin1 inhibitor 0%, GLS inh 3%, rTrxR1 inhibitor -17% and PGK inhibitor 1%.
For COc1ccccc1C(=O)N1CCN(C(=O)c2ccncc2)CC1 the results were HP1b binding inh -7%, RGS4 inh -18%[11.4 µM], JMJD2A Tudor 14%[11.4 µM], ERG Ets-DNA blk 0%, 12-LOX inh 62%[activator], Pin1 inhibitor -7%, GLS inh -4%, rTrxR1 inhibitor 2%[57.1 µM] and PGK inhibitor -3%.
`CC(C)(C)C1CCC(=NNS(=O)(=O)c2ccc(Br)cc2)CC1` (stereo unspecified) gave HP1b binding inh 61%, RGS4 inh -2%, JMJD2A Tudor -3%, ERG Ets-DNA blk 2%, 12-LOX inh 2%, Pin1 inhibitor 4%, GLS inh 9%, rTrxR1 inhibitor -1% and PGK inhibitor 5%.
`COC(=O)c1cccc(Cn2c(Cl)c(/C=N/Nc3ccccc3C)sc2=O)c1` gave HP1b binding inh -13%, RGS4 inh inconclusive, JMJD2A Tudor inconclusive, 12-LOX inh inconclusive, Pin1 inhibitor 28%, GLS inh -2%, rTrxR1 inhibitor 22µM* and PGK inhibitor -7%.
